# Compound activity (PubChem)
# GlmU inhibition: inhibition of mycobacterial GlmU enzyme – biochemical, glucosamine-1-phosphate acetyltransferase (AID 1376) | M. tuberculosis GlmU acetyltransferase enzyme assay; higher % means a stronger effect | inhibition, %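 (tested at 30 µM in the primary screen)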, or IC50 in µM where a hit was titrated | actives 0.25% (n = 220,000); in the data active = inhibition above about 13%;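 note: 0% = complete reaction with vehicle and 100% = reaction without substrate; strong numbers were not always called active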
# RmlCD inh 1536: M. tuberculosis RmlC/RmlD coupled enzyme inhibitors, primary screen, biochemical, compound mixtures, 384-well, from 1536-well plates. dTDP-4-dehydrorhamnose reductase (Mycobacterium tuberculosis (strain ATCC 25618 / H37Rv)) …. RmlC+RmlD coupled enzyme assay, percent inhibition; primary screen in compound mixtures. inhibition, % at 3.6 µM. actives 0.03% (n = 160,000). AID 1533, 2009; in the data active = inhibition mostly above about 34%, no sharp cut-off; note: some results filed as inactive read as strong as hits
# Target sequence (P9WH09 whole entry, looked up): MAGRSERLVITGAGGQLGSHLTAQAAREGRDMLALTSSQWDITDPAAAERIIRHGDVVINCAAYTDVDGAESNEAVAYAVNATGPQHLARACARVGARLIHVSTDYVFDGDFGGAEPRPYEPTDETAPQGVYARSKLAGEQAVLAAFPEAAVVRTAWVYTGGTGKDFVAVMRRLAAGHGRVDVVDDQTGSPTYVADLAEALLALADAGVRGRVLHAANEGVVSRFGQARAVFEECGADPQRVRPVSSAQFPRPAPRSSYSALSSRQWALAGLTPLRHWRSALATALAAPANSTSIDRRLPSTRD
# Target sequence (P9WH11 whole entry, looked up): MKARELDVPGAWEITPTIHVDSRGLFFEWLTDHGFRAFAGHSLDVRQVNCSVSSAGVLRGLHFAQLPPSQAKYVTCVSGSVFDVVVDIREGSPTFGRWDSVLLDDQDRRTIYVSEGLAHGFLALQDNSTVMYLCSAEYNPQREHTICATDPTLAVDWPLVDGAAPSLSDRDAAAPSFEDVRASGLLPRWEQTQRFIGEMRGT
# An asterisk follows results filed as active; nt = no result given; & = joins results of further samples. These rows are one share of the data; count on the stated rates, not on these rows.
structure | RmlCD inh 1536 | GlmU inhibition
COc1ccc(CCNC(=O)C(NC(=O)OCc2ccccc2)C(C)C)cc1OC (stereo not given) | nt | -5.1%
CCN(CC)CCOC(=O)c1ccc(N/C=C(/C#N)c2nc(-c3ccc(OC)c(OC)c3)cs2)cc1 | -9.7 | -0.5%
COC(=O)c1ccc(COC(=O)CNC(=O)c2ccc(-c3ccccc3)cc2)cc1 | 22.6 | 7.1%
Cc1sc2ncnc(Sc3nnc4sc5ccccc5n34)c2c1C | 1.2 | 2.4%
C=CCn1c(O)c(C=Nc2ccc(N(CC)CC)cc2)c(=O)[nH]c1=O | 5.0 | 3.1%
Cc1ccc(NC(=O)CSc2nnc(Cc3cccn3C)n2-c2ccc(F)cc2)c(C)c1 | -3.8 | -3.9%
COc1c(CC=C(C)C)cc(C2CC(=O)c3c(O)cc(O)cc3O2)c(CC=C(C)C)c1O (stereo not given) | nt | 1.8%
COc1cc(COCC(O)CN2CCN(Cc3ccccc3)CC2)cc(OC)c1OC (stereo not given) | -7.0 | 0.7%
CS(=O)(=O)N(CC(=O)NCc1ccccc1Cl)C1CCCCC1 | -9.9 | 3.0%
CC(=O)SC1CC(=O)N(c2c(C)cccc2C)C1=O (stereo not given) | 6.8 | 2.4%
O=C(CC1NCCc2ccccc21)Nc1ccccc1Cl (stereo not given) | -14.5 | 3.2%
CCOC(=O)C1(Cc2ccccc2)CCN(Cc2cccn2-c2cccnc2)CC1 | -7.0 | -3.4%

# Some values from above:
# Result of `CC(=O)SC1CC(=O)N(c2c(C)cccc2C)C1=O` (stereo not given) under RmlCD inh 1536: 6.8
# Result of `CCOC(=O)C1(Cc2ccccc2)CCN(Cc2cccn2-c2cccnc2)CC1` under RmlCD inh 1536: -7.0

# Later entries
structure | RmlCD inh 1536 | GlmU inhibition
Cc1nnc(NC(=O)CSc2nc3c(c(=O)n2C)SC(C)C3)s1 (stereo not given) | nt | 2.0%
COc1cccc(/C=C2\Sc3ccc(C(=O)NCc4cccnc4)cc3N(C)C2=O)c1 | 3.4 | 6.1%
COc1cccc(/C=N/NC(=O)c2cccc([N+](=O)[O-])c2)c1OS(=O)(=O)c1ccccc1 | 14.9 | 4.5%
CCOC(=O)N1CCC(NC(=O)CS(=O)(=O)Cc2nc(-c3ccc(C)cc3)oc2C)CC1 | 2.1 | -7.8%
Cc1nc(C)n(CC(=O)N2CCCC(C(=O)c3ccc(C(F)(F)F)cc3)C2)n1 (stereo not given) | -11.7 | -1.3%
N#Cc1c(N2CCOCC2)nc(N2CCCCC2)c2c1CCN(C1CCCCC1)C2 | 1.8 | 4.0%
Cc1ccc2c(c1)c1nnc(SCC(=O)Nc3ccccc3C(F)(F)F)nc1n2CC(=O)O | -14.3 | -1.2%
Cn1c2c(c(=O)n(C)c1=O)C(c1cccc([N+](=O)[O-])c1)Nc1ccccc1O2 (stereo not given) | -4.7 | -3.9%
COC(=O)c1[nH]c2ccc(F)cc2c1NS(=O)(=O)c1ccc(OC)cc1 | nt | 4.5%
Cc1c(Cl)cccc1NC(=S)Nc1ccccn1 | -8.4 | 4.5%
CN(C)CCN=Cc1c(O)n(Cc2ccc3c(c2)OCO3)c(=O)c2ccccc12 | 5.9 | -7.8%
O=C(NC1CCCc2ccccc21)c1ccccc1 (stereo not given) | 6.8 | 3.7%
Cc1ccc(S(=O)(=O)N(CC(=O)NC2CCCCCC2)c2ccccc2F)cc1 | 2.7 | 1.1%
COC(=O)CC1COc2ccccc2N1C(=O)c1ccc(C(C)(C)C)cc1 (stereo not given) | 73.4 | 0.7%
COc1ccc(CNC(=O)C(c2cccs2)N(Cc2ccco2)C(=O)Cc2cccs2)cc1 (stereo not given) | nt | 2.2%
Cc1nc(CNC(=O)c2ccccc2OC2CCN(S(C)(=O)=O)CC2)cs1 | 4.8 | 3.4%
COc1ccc(NC2(c3ccccc3)OC(=O)c3ccccc32)cc1 (stereo not given) | -1.8 | -3.2%
Cc1ccc2c(C)ccc(O)c2n1 | nt | 0.0%
CCc1ccccc1NC(=O)/C(=C/c1ccco1)c1ccccc1 | nt | 3.4%
O=C(COC(=O)c1ccncc1)NCc1ccccc1 | nt | 3.0%
Cc1ccc(N2C(=O)C(Cl)=C(N3CCN(C)CC3)C2=O)c(C)c1 | nt | -0.8%
O=Cc1ccc(-n2cncn2)cc1 | -2.7 | 0.3%
CC1(C)CC(=O)C(C(C2=C(O)CC(C)(C)CC2=O)c2cccnc2)C(=O)C1 (stereo not given) | -7.2 | 0.0%
O=C(c1cc(-c2cccc(O)c2)on1)N1CCc2ccccc2C1 | -10.8 | 1.7%
CCn1c2ccccc2c2cc(NC(=O)C(C)C)ccc21 | -7.8 | 1.9%
O=C(NCCCN1CCOCC1)c1ccc2c(c1)N(Cc1ccccc1)CCS2 | nt | 4.1%
COc1cccc([C@@]2(O)CCCC[C@@H]2CN(C)C)c1 | 3.6 | 3.7%&-1.1%
CCN(CCCNC(=O)CCCCn1c(=O)[nH]c2ccccc2c1=O)c1ccccc1 | 7.4 | 1.5%
Cc1ccc(Cl)cc1NC(=O)COC(=O)CC1CC2CCC1C2 (stereo not given) | nt | 0.9%
CCNC(=O)CC1C(=O)N(CC)C(=S)N1NC(=O)c1ccc(Cl)cc1 (stereo not given) | nt | 3.5%
O=S(=O)(Nc1ccncc1Cl)c1ccc2ccccc2c1 | 0.9 | -3.7%
Cc1ccc(C)c(SCC(=O)Nc2cccc(S(=O)(=O)NC3=NCCCCC3)c2)c1 | 16.8 | 2.5%
CC(C)(C)NS(=O)(=O)c1ccc(CCC(=O)Nc2cc(Cl)ccc2Oc2ccccc2)cc1 | nt | -1.6%
COc1cccc(/C=C/C(=O)OCC(=O)c2c[nH]c3ccccc23)c1OC | nt | -3.4%
Clc1ccccc1-c1nc(-c2ccccc2)n[nH]1 | -16.0 | 1.4%
CCCCC(SCC(=O)Nc1ccccc1)C(=O)O (stereo not given) | 5.5 | -8.2%
CC12CCC3C(CC=C4CC(O)CCC43C)C1C/C(=C\c1ccccc1F)C2=O (stereo not given) | -0.4 | 1.2%
CCCCCC(=O)Nc1nc(C)c(-c2csc(Nc3ccc(Cl)cc3)n2)s1 | nt | 3.0%
O=Cc1cn(CCCOc2ccccc2)c2ccccc12 | -11.1 | -1.4%
O=C(Cc1ccccc1)N(c1ccc(F)cc1)C1C=CS(=O)(=O)C1 (stereo not given) | -6.4 | -2.8%
O=[N+]([O-])c1ccc([N+](=O)[O-])c(Nc2ccc(N3CCOCC3)cc2)c1 | 21.1 | 5.4%
O=c1cc2c(nn1Cc1ccccc1Cl)-c1ccccc1CC2 | -3.2 | -0.4%
CC(C)CCNC(=O)C(C)N(C(=O)c1snc(C(N)=O)c1N)c1cnc2ccccc2c1 (stereo not given) | 3.2 | -6.3%
Cc1nnc(Oc2ccccc2)c2ccccc12 | 4.0 | -5.1%
c1ccc(Cn2nnnc2C(c2ccncc2)N2CCOCC2)cc1 (stereo not given) | 7.4 | 2.2%
Cc1cccc(N2CCN(C(=O)Cn3nc(Cc4ccncc4)c4ccccc4c3=O)CC2)c1C | nt | -3.0%
O=C(Nc1nnc(-c2ccc3c(c2)CCCC3)o1)C1CCCCC1 | -7.7 | 5.2%
O=C(CN1CCN(C/C=C/c2ccccc2)CC1)NCc1ccccc1 | 6.0 | 4.8%

# Shown with each value named: entries from further up.
compound: Cc1nnc(Oc2ccccc2)c2ccccc12
  RmlCD inh 1536 = 4.0; GlmU inhibition = -5.1%

compound: CCCCCC(=O)Nc1nc(C)c(-c2csc(Nc3ccc(Cl)cc3)n2)s1
  RmlCD inh 1536 = nt; GlmU inhibition = 3.0%

compound: O=C(Cc1ccccc1)N(c1ccc(F)cc1)C1C=CS(=O)(=O)C1 (stereo not given)
  RmlCD inh 1536 = -6.4; GlmU inhibition = -2.8%

# Additional results follow:
structure | RmlCD inh 1536 | GlmU inhibition
O=C(Oc1cc(=O)n2ccccc2n1)c1ccccc1 | -12.9 | 7.7%
CN1CCN(c2ccc(S(C)(=O)=O)cc2[N+](=O)[O-])CC1 | 9.1 | -1.7%
Cc1cc2c(C)nc(N/N=C/c3ccc(F)cc3)nc2o1 | nt | 3.4%
COC(=O)N/N=C/c1ccccc1OCc1ccccc1 | -11.8 | -3.7%
Nc1ccc(Oc2ccc([N+](=O)[O-])cc2[N+](=O)[O-])cc1 | -2.2 | -5.3%
O=C(NC1CCCC1)C(c1cccnc1)N(CCc1ccccc1)C(=O)c1ccco1 (stereo not given) | 3.9 | 5.9%
COc1ccc(N2C(=O)CCC(C(C)=O)=C2C)cc1 | nt | -0.5%
O=C(O)CCn1cc(/C=N/O)c(-c2cccc([N+](=O)[O-])c2)n1 | 7.0 | -7.6%
CCc1ccccc1N1C(=O)CC(N2CCc3ccccc32)C1=O (stereo not given) | nt | 4.2%
Cc1ccc(-n2nnnc2CSc2nnc(-c3ccc(O)cc3)o2)cc1 | 28.6 | 0.6%
CC(=O)c1sc(=S)n(-c2ccccc2)c1C | 1.8 | -2.0%
CCOC(=O)CSCC(=O)Nc1ccc(S(=O)(=O)N2CCCCC2)cc1 | nt | 2.7%
COC(=O)c1ccc2c(=O)n(CCCN3CCCC3=O)c(=S)[nH]c2c1 | 0.2 | 5.5%
Clc1ccccc1Cc1noc(CN2CCN3CCCC3C2)n1 (stereo not given) | 7.6 | 2.2%
Cc1ccc(-n2c(P(C)(=O)O)nc3ccccc32)cc1 | 6.9 | 4.0%
COCCNC(=O)CSc1nc(-c2ccc(OC)c(OC)c2)cc(C(F)(F)F)n1 | 13.1 | -0.8%
Cn1c(=O)oc2cc(S(=O)(=O)N3CCC(C(=O)NCCc4ccccc4)CC3)ccc21 | 6.7 | -0.7%
O=C(c1ccccc1CCc1ccccc1)N1CCN(c2ccccn2)CC1 | 4.6 | -0.1%
Cc1ccc2[nH]c3c(=O)n4c(nc3c2c1)SCC4 | -7.4 | -4.2%
COc1ccc(CNC(=O)CCC(=O)Nc2nnc(C(C)C)s2)cc1 | nt | -5.9%
C=C(C)COc1ccc(-c2[nH]ncc2Oc2ccccc2OCC)c(O)c1 | -1.1 | 2.9%
C#CCSc1nnc(-c2cc3c(C(F)(F)F)nn(C)c3s2)n1C | nt | 2.3%
NC(=O)c1ccc(NCCCN2CCOCC2)c([N+](=O)[O-])c1 | nt | 2.8%
COCCCn1c(CCC(=O)O)ccc1-c1cccs1 | nt | 1.6%
CCOc1cc(C(=O)NCc2ccncc2)cc(OCC)c1OCC | nt | 0.3%
Cc1cc2ncn(S(=O)(=O)c3ccc(S(=O)(=O)N4CCOCC4)cc3)c2cc1C | -1.9 | 2.3%
Cc1ccc(N(CN2CCCC2=O)C(=O)c2ccccc2)cc1 | 5.2 | -1.3%
CC1CCCC(NC(=O)CCCn2c(=O)[nH]c3cc(Cl)ccc3c2=O)C1C (stereo not given) | -10.8 | -1.2%
O=C(Nc1ccc2c(c1)OCO2)OCc1ccccc1 | 11.7 | -7.4%
CCC(=NCc1ccc2c(c1)OCO2)c1c(O)n(C2CCCCC2)c(=O)[nH]c1=O | nt | 2.1%
O=C(CNC(=O)c1ccc2c(c1)OCCO2)N/N=C/c1ccc(O)cc1O | 13.6 | -6.7%
CN1CCCC1CCNc1ccc2sc3ccccc3c(=O)c2c1 (stereo not given) | nt | -7.8%
O=C(c1ccccc1)N1CCN(C(=S)NCc2ccc3c(c2)OCO3)CC1 | nt | -1.8%
O=S(=O)(NCc1cccnc1)c1ccc(Cl)c(Cl)c1Cl | nt | -6.8%
O=C(NC1CCCc2ccccc21)c1ccc(=O)[nH]c1 (stereo not given) | 4.0 | -5.3%
CSc1nc(-c2ccccc2)nc(NC(=O)c2ccccc2)c1C(C)=O | 3.8 | -2.9%
O=C(O)COCC(=O)NCc1csc2ccccc12 | -8.1 | -1.9%
C=C(c1ccc(OC)cc1)c1ccc(OC)cc1 | 7.8 | nt
O=C(Nc1ccccc1)C1CCCN(S(=O)(=O)c2ccc(-n3cnnn3)cc2)C1 (stereo not given) | -6.5 | 5.1%
CCN(CC(=O)Nc1ccccc1C(=O)OC)S(=O)(=O)c1ccccc1 | nt | -0.4%
CC(C(=O)N1CCOCC1)N1C(=O)C2C3CC(C(Br)C3Br)C2C1=O (stereo not given) | -9.7 | 2.8%
c1cc(CN2CCN(C3CCCCCC3)CC2)ccn1 | -0.2 | -4.9%
CCOC(=O)N1CCN(CCC(=O)Nc2ccc(C)cc2)CC1 | nt | 1.3%
O=C(O)/C=C/c1ccc(S(=O)(=O)Nc2ccc(OCc3ccccc3)cc2)cc1 | nt | 9.2%
O=C(CN(Cc1ccccc1)C(=O)c1ccc2c(c1)OCCO2)NCc1ccc2c(c1)OCO2 | nt | 9.7%
COC(=O)CNC(=O)/C=C/c1cc(Br)ccc1OC | 13.1 | 0.3%
N/C(=N\OC(=O)c1cccs1)c1ccccc1 | nt | 0.9%
C/C(=N\N1C(=O)CSC1=S)c1ccc(Br)cc1 | 3.7 | 9.1%
COc1ccccc1OCC#CCN1CCCC(C)C1 (stereo not given) | 10.2 | 0.5%
CCOC(=O)c1oc2c(c1C)C(=O)CCC2 | -19.4 | 5.4%
COc1ccc(C(=O)/C=C/Nc2ccc(C)cn2)cc1OC | nt | 4.1%
CCOC(=O)N1CCC(NC(=O)CCC(=O)N2CC(C)Oc3ccccc32)CC1 (stereo not given) | -7.9 | nt
COCc1nnc(NS(=O)(=O)c2ccccc2)s1 | -6.5 | -4.0%
CNC(=O)CSc1nc2c([nH]c3ccccc32)c(=O)n1CCOC | -1.4 | -5.3%
O=C(Nc1cccc(-c2cnc3ccccc3n2)c1)c1ccco1 | 3.3 | 1.6%
CC(C[N+](C)(C)C)OC(N)=O (stereo not given) | nt | 0.8%
c1ccc(-c2onc3c2CCCC3)cc1 | nt | 2.3%
COC(=O)c1ccccc1NC(=O)C1CCCCC1C(=O)O (stereo not given) | -7.9 | 5.3%
